# M4 PAM = human M4 muscarinic receptor positive allosteric modulators, primary screen, CHO-K1 cells, Fluo-8 calcium fluorescence | Muscarinic acetylcholine receptor M4 (Homo sapiens), P08173 | CHO-K1 hM4/Gqi5, ACh EC20; 0% = ACh EC20, 100% = maximal ACh | activation, % at 3 µM | 360,000 compounds, 0.4% hits | AID 624126, 2012;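 active means activation above its plate's cutoff, the mean activation of sample wells plus 3 SD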; further: some results filed as inactive read as strong as hits
# CHRM5 PAM = human M5 muscarinic receptor positive allosteric modulators, primary screen, CHO-K1 cells, Fluo-8 calcium fluorescence. Muscarinic acetylcholine receptor M5 (Homo sapiens), P08912. CHO-K1 hM5, ACh EC20 PAM; 0% = ACh EC20, 100% = ACh EC100. activation, % at 3 µM. 360,000 compounds, 0.3% hits. AID 624038, 2012;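 active means activation above the run cutoff, the mean activation of all test compounds plus 3 SD, cut at about 18% in these data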
# Target sequence (P08912 whole entry, looked up): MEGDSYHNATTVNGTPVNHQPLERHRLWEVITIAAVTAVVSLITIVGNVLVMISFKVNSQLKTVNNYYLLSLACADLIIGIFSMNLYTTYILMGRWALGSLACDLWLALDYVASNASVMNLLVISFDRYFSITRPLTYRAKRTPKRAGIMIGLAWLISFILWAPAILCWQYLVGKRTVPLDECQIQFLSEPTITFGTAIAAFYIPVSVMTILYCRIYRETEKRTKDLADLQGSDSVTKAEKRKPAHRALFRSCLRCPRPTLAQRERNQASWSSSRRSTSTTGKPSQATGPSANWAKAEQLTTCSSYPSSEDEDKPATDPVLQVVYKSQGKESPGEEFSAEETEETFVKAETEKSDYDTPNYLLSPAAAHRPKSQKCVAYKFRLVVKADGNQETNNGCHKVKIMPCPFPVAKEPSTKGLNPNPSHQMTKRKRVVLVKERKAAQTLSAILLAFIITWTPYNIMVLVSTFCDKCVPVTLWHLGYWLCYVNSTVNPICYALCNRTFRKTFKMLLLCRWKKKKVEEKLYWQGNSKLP
#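 system = human M5 receptor in CHO-K1 cells | reagent = EC20 acetylcholine as agonist stimulus | compound dosing = single-point, 3 µM nominal | incubation = Fluo-8 loading 80 min at 37 °C plus 30 min room temperature | detection = Fluo-8 calcium dye fluorescence, kinetic read | benchmarks = low control EC20 acetylcholine (0%), high control EC100 acetylcholine (100%)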
# CHRM4 agonist = human M4 muscarinic receptor agonists, primary screen, CHO-K1 cells, Fluo-8 calcium fluorescence | Muscarinic acetylcholine receptor M4 (Homo sapiens), P08173 | CHO-K1 hM4/Gqi5; vehicle 0%, full acetylcholine response 100% | activation, % at 3 µM | 360,000 compounds, 0.14% hits;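 active means activation above the run mean over all test wells plus 3 SD, cut at about 32% in these data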;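 further: peak over basal fluorescence ratio per well then scaled between controls; 0% = DMSO wells and 100% = acetylcholine at EC100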
# M4 antag = human M4 muscarinic receptor antagonists, primary screen, CHO cells, Fluo-8 calcium fluorescence; CHO-hM4 cells, ACh EC80; inhibition, % at 3 µM; Muscarinic acetylcholine receptor M4 (Homo sapiens), P08173; 360,000 compounds, 0.73% hits; AID 624125, 2012;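 active means inhibition above its plate's cutoff, the mean inhibition of sample wells plus 3 SD, cut at about 27% in these data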;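 further: 0% = acetylcholine EC80 with DMSO and 100% = DMSO without agonist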
# CHRM1 antagonist = human M1 muscarinic receptor antagonists, primary screen, CHO-K1 cells, Fluo-8 calcium fluorescence, 1536-well. CHO-K1 hM1, ACh EC80 antagonist. AID 588852, 2011. inhibition, % at 3 µM. 360,000 compounds, 1.3% hits. Muscarinic acetylcholine receptor M1 (Homo sapiens), P11229;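 active means percent inhibition above its own plate's cutoff, namely the mean of that plate's compound wells plus 3 SD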;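 further: peak over basal fluorescence ratio during 140 s after agonist addition; 0% = ACh EC80 plus DMSO and 100% = DMSO alone without agonist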
# Target sequence (P11229 whole entry, looked up): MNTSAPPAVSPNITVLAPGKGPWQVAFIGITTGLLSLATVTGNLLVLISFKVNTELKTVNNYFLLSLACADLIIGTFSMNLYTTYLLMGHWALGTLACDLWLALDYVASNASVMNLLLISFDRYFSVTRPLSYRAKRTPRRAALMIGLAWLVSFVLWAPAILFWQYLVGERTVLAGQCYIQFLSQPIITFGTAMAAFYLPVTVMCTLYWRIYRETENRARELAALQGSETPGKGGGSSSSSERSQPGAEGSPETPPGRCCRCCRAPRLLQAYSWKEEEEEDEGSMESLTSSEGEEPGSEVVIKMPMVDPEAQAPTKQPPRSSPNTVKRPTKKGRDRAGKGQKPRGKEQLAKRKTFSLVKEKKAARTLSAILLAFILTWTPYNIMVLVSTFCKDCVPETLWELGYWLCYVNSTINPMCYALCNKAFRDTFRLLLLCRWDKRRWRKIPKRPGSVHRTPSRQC
# M5 ag = human M5 muscarinic receptor agonists, primary screen, CHO-K1 cells, Fluo-8 calcium fluorescence. Muscarinic acetylcholine receptor M5 (Homo sapiens), P08912. CHO-K1 hM5 cells; 0% DMSO wells, 100% maximal acetylcholine response. 360,000 compounds, 0.19% hits. activation, % at 3 µM;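 active means activation above the run's mean over test compounds plus 3 SD, cut at about 23% in these data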;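 further: signal is peak over basal fluorescence ratio across the kinetic read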
# CHRM5 antagonist = human M5 muscarinic receptor antagonists, primary screen, CHO cells, Fluo-8 calcium fluorescence; CHO-hM5 cells, ACh EC80; AID 624040, 2012; Muscarinic acetylcholine receptor M5 (Homo sapiens), P08912; inhibition, % at 3 µM; 360,000 compounds, 0.59% hits;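 active means inhibition above a per-plate cutoff, the mean of that plate's test compounds plus 3 SD, cut at about 27% in these data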;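 further: 0% = acetylcholine EC80 with DMSO and 100% = DMSO without agonist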
# M1 PAM = human M1 muscarinic receptor positive allosteric modulators, primary screen, CHO-K1 cells, Fluo-8 calcium fluorescence, 1536-well; CHO-K1 hM1, ACh EC20; 0% = ACh EC20, 100% = maximal ACh; 360,000 compounds, 0.088% hits; activation, % at 3 µM; in the data active means activation above about 19%, passing the limit was not always enough
# CRFR2-BP ag = agonists of CRF-BP/CRF-R2 complex, primary screen, cell-based, HEK293, calcium dye fluorescence, uHTS; activation, % at 13.2 µM; AID 588473, 2011; CRF-binding protein / CRF receptor 2 complex (human); calcium dye fluorescence (FLIPR); percent of saturating CRF peptide response; 350,000 compounds, 0.46% hits;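 active means activation of at least 50%, plus an integration ratio under a set limit after plate pattern correction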;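 further: plate controls were neutral control wells without compound for no effect and CRF at EC100 for full effect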
# Numbers without * were called inactive; · = no result given. This is a random part of the collection; overall some 2.8% were active at least once.
SMILES,M4 PAM,CHRM5 PAM,CHRM4 agonist,M4 antag,CHRM1 antagonist,M5 ag,CHRM5 antagonist,M1 PAM,CRFR2-BP ag
C[C@H](Nc1ncnc2sc3c(c12)CCC3)C(=O)O,-4,2,0,7,-7,-1,-5,7,-1.0
CCc1cc2c(-n3nc(C)cc3C)ncnc2s1,8,7,-1,3,-3,1,0,6,-8.2
CCCCCN(C(=O)CCC(=O)OCC(=O)c1cccc(OC)c1)c1c(N)n(CCCC)c(=O)[nH]c1=O,0,9,1,1,-1,-3,-8,4,4.5
CCOc1ccc(NC(=O)N2CCN(c3nc4ccccc4s3)CC2)cc1,4,-1,5,7,3,5,-5,2,-2.2
CCOc1ccc(N2CC(NC(=O)c3cccc4ccccc34)CC2=O)cc1 (stereo not given),3,7,2,-2,3,-1,-2,2,-0.3
c1cnc(NC2C3CC4CC(C3)CC2C4)nc1 (stereo not given),-4,-3,2,-1,-30,3,2,7,-1.3
CC(C)C[C@H](NC(=O)C1CCC(CNC(=O)[C@@H]2CCCN2C(=O)OC(C)(C)C)CC1)C(=O)O (stereo not given in full),0,8,0,7,-21,-4,-2,20,-0.2
O=C(Nc1nnc(C2CC2)s1)c1cccc(S(=O)(=O)N2CCc3ccccc32)c1,15,13,0,5,-8,-2,-10,3,-2.7
CCOc1ccc(S(=O)(=O)N2CCN(C(=O)Cc3n[nH]c(=O)c4ccccc34)CC2)cc1,6,-5,0,-19,-16,-8,-7,5,0.5
COc1cccc(N=Cc2c(O)n(-c3cccc(C)n3)c(=O)c3ccccc23)c1,-5,-5,4,2,-3,1,-5,6,0.0
COc1ccc(-c2cc3nc(NCc4ccc(C)cc4C)n(C)c(=O)c3s2)cc1OC,-3,-5,0,-2,-1,-1,4,-2,·
Cc1cc(C)cc(NC(=O)CN2CCCN(S(=O)(=O)c3ccc(Br)s3)CC2)c1,-5,-9,1,-4,8,-4,1,-6,3.5
COc1ccc(C(=O)NCCCN2CCOCC2)cc1OC,-1,0,1,1,-4,1,4,4,-0.4
COc1ccc(Cn2cc([N+](=O)[O-])nc2C)cc1[N+](=O)[O-],16,8,1,5,-2,0,3,11,1.4
CC1(C)CC(=O)C(C2C3=C(CC(C)(C)CC3=O)Oc3ccccc32)=C(O)C1 (stereo not given),4,6,0,-5,-3,0,-3,5,-0.3
CCOc1ccc(/C(O)=C2/C(=O)C(=O)N(CC3CCCO3)C2c2cccs2)cc1 (stereo not given),4,-2,1,8,2,0,5,-1,-2.2
Cc1cc2c(cc1C)C(=O)CCC2,-3,2,0,0,4,0,2,-4,-0.5
Nc1ccc(Cc2ccccn2)cc1,-13,-4,0,9,4,-3,8,-2,-2.6
CCOC(=O)Cn1c(C)cc(=O)c2ccccc21,-2,-9,4,5,-26,-2,14,1,-0.3
COc1cccc(CN(c2ccccc2C(=O)O)S(=O)(=O)c2ccc(C)cc2)c1,1,-10,0,3,-9,2,9,2,-2.4
O=C(OCC1CCC=CO1)C1CCC=CO1 (stereo not given),0,2,1,1,-22,3,9,12,-0.6
C=CCC1(NCc2ccco2)CCN(CC)CC1,14,8,1,-8,3,-5,0,-1,-1.0
Cc1noc(C)c1CN1C(=O)c2cccc([N+](=O)[O-])c2C1=O,5,3,1,-2,-7,-1,3,11,-1.5
CCO[C@H]1OC(C(=O)NCc2ccccc2)=C[C@@H](C2CC2)[C@@H]1CCCO,2,-3,1,-1,-3,0,12,3,-2.3
O=C(OCc1cc2ccccc2[nH]c1=O)C1CCCO1 (stereo not given),3,0,2,1,1,-3,0,1,-1.6
# New compounds follow
SMILES,M4 PAM,CHRM5 PAM,CHRM4 agonist,M4 antag,CHRM1 antagonist,M5 ag,CHRM5 antagonist,M1 PAM,CRFR2-BP ag
COC(=O)c1ccc(CSc2nnc3ccccn23)o1,5,1,3,-8,-12,-1,6,10,-0.1
O=S1(=O)CC2SC(=S)N(Cc3ccccc3)C2C1 (stereo not given),2,0,2,-5,-10,-3,1,8,-0.3
Oc1c(C=NCc2ccccc2)sc2ccccc12,-3,-3,0,5,7,-2,9,-10,-0.8
COC(=O)c1[nH]c2cc(OC)ccc2c1NC(=O)c1nonc1C,0,-1,0,6,-2,0,3,2,0.0
CCCC[C@@H]1Cc2[nH][nH]c(=O)c2[C@H](c2ccc(C(C)C)cc2)O1,0,2,2,4,·,4,-1,·,·
c1coc(Cn2c(SCc3nc4ccccc4[nH]3)nnc2-c2cccs2)c1,4,-5,9,0,-9,3,1,1,-0.3
COc1cccc(CN2CCN(C(=S)NCc3ccc(Cl)cc3)CC2)c1,-9,2,16,-3,9,4,3,3,2.8
CSc1nccc(-c2sc(SC)c(C#N)c2-c2ccccc2)n1,1,4,0,6,-14,-1,-6,7,2.4
Cc1ccc2c(c1)NC(c1cccs1)C1=C(CC(C)(C)CC1=O)N2 (stereo not given),1,2,1,-1,-10,-1,12,6,-1.7
Cc1ccc(C(=O)N(C)CC(=O)Nc2cccc(F)c2)cc1S(=O)(=O)N1CCCCC1,1,-6,5,0,13,2,4,-7,0.6
CCOc1ccc(NC(=O)CN(C)C(=O)c2ccc(OCC(=O)N3CCOCC3)c(OC)c2)cc1OCC,3,5,0,2,0,1,7,5,-0.6
CS(=O)(=O)N1CCN(C(=O)COc2ccccc2)CC1,0,-5,2,3,6,-2,6,1,1.1
Cc1cc2nc(N)sc2cc1[N+](=O)[O-],7,-7,0,-1,-28,1,6,4,-1.5
Cc1cccc(C)c1N1CCN(c2cc(Cl)nc(N)n2)CC1,-2,-10,0,-25,3,-6,-1,-7,0.7
CN(C)S(=O)(=O)Oc1ccsc1C(=O)Nc1ccc(Br)cc1,-9,-6,2,6,-8,-4,3,6,6.1
COc1cc(SC)ccc1C(=O)N1CCN(Cc2ccc3c(c2)OCO3)CC1,-4,-7,3,11,-10,2,-4,5,-2.1
O=C1c2ccncc2C(=O)N1CO,1,-1,1,-2,-7,-1,17,4,-0.1
NS(=O)(=O)c1ccc(NC(=O)COC(=O)c2ccco2)cc1,5,1,1,-3,-12,2,6,11,-0.6
COC(=O)CCCC(=O)N1CCC(CO)(CCc2ccccc2)CC1,-5,-6,2,3,4,0,6,9,0.3
COc1cccc(CNC(=O)COC(=O)c2cccc(S(=O)(=O)N3CCN(C(C)=O)CC3)c2)c1,1,-6,2,-7,8,1,10,-7,0.1
COC(=O)c1ccc(CNC(=O)c2cc(S(=O)(=O)NCc3ccccc3)ccc2C)cc1,0,-2,12,-23,0,2,-1,0,0.1
O=S(=O)(NCc1csc(-c2cccnc2)n1)c1cccs1,0,-1,1,-4,-1,1,-3,0,-1.2
CC(c1ccco1)N(C(=O)c1cccs1)c1ccccn1 (stereo not given),-4,-1,1,1,16,1,-4,-6,-0.4
C=CCNC(=O)c1ccccc1NS(=O)(=O)c1ccc(OC)c(C(=O)N2CCOCC2)c1,-2,-3,1,-2,-7,-2,11,2,0.3
COc1ccc(CCNC(=O)CSc2nnc(C(C)N(C)C)n2Cc2ccccc2)cc1OC (stereo not given),10,2,1,5,7,1,2,12,-2.0
# (continued)
SMILES,M4 PAM,CHRM5 PAM,CHRM4 agonist,M4 antag,CHRM1 antagonist,M5 ag,CHRM5 antagonist,M1 PAM,CRFR2-BP ag
CCN(C(=O)c1ccc(NC(C)=O)cc1)c1ccccc1C,-8,-5,0,5,2,0,2,-1,1.3
CC1(C)Cc2c(sc3nn[nH]c(=O)c23)CO1,1,12,0,0,-15,0,-1,5,0.2
Cc1ccc(-c2cc(C(=O)N3CCOCC3)c3ccccc3n2)o1,-1,4,6,-4,-16,3,8,4,-1.5
CCOC(=O)c1cc(NC(=O)N2CCOCC2)c(C)nc1C,8,9,2,9,7,9,0,-5,-1.9
CCC12C(=O)C(CC)(C(c3ccccc3)=C1c1ccccc1)[C@@H]1C(=O)N(c3ccc(C)cc3)C(=O)C12 (stereo not given in full),4,0,2,-7,-6,1,3,4,9.9
Cc1sc2ncnc(N3CCN(S(=O)(=O)c4ccccc4)CC3)c2c1C,15,3,2,-11,-3,3,6,8,0.6
Cc1ccc(NC(=O)c2ccccc2-c2ccccc2C(=O)O)cc1,3,3,1,4,1,-4,-1,5,0.9
CN(C)S(=O)(=O)c1ccc(C(=O)NCCc2ccco2)cc1,-10,1,0,2,-12,-1,11,19,-0.9
COc1ccc(Cc2nc(-c3cccs3)no2)cc1OC,-6,-7,3,8,10,4,4,-4,1.6
C=CCOC(=O)CCP(=O)(CCC(=O)OCC=C)c1ccccc1,4,1,0,-4,-9,-3,1,-1,-0.8
COc1ccc(C2CC(C(F)(F)F)n3ncc(C(=O)NCc4cccnc4)c3N2)cc1OC (stereo not given),6,5,-1,-10,-10,-2,-4,12,-1.4
COc1ccc(NC(=O)c2ccccc2C)cc1,-3,-5,0,10,-16,-7,18,7,-1.0
CC1(C)C(=O)OC(c2cccs2)C(C)(C)C1=O (stereo not given),-2,-3,0,6,-5,0,4,2,-0.8
NC(=S)N/N=C/c1ccc(/C=N/NC(N)=S)cc1,15,5,1,-13,-16,4,1,9,-0.9
CCOC(=O)Cn1cc(C=O)c2ccccc21,5,-1,1,6,0,-2,-2,3,-0.6
COc1ccc(Oc2c(C)oc3c(CN(C)C)c(O)ccc3c2=O)cc1,-17,-16,1,44*,32*,-8,2,-22,-1.4
O=C(OCC(=O)N1CCC(Cc2ccccc2)CC1)c1ccccc1F,9,4,1,-5,4,0,-2,3,-0.2
CC1(c2nnc(-c3cccc(Cl)c3)o2)CC(c2ccc(C#N)cc2)=NO1 (stereo not given),8,-5,10,-3,3,5,9,11,4.1
Cc1ccc(NC(=S)N(CCN(C)C)Cc2cc3cccc(C)c3[nH]c2=O)cc1,1,1,2,0,-6,6,-2,2,-0.3
COCCCNC(=O)CCc1nnc2ccc(N3CCC(C)CC3)nn12,2,1,0,3,-10,-2,2,10,-2.3
Cc1ccc(CNC(=O)C(=O)Nc2nccs2)cc1,-2,-2,0,-7,-8,-2,1,7,0.6
COc1ccc(CN2C(=O)NC3(CCCCC3)C2=O)cc1F,7,-4,1,-14,-5,-2,5,6,4.7
CCc1ccc(C2=NN(CCC(=O)NC(C)CCc3ccccc3)C(=O)CC2)cc1 (stereo not given),-1,-2,1,-8,-5,-3,0,3,-2.2

# Source: PubChem (several laboratories)
